Screening results: PubChem BioAssay, several laboratories
HTR5A inv ag – HTR5A inverse agonism, opioid heterodimer counter-screen; P47898; HTR5A cell line, luminescence; inhibition, % at 9.3 µM; hit rate 0.083% among 340,000; AID 504634; in the data active means inhibition mostly above about 23%, no sharp cut-off; inactive means mostly below about 18%;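 further: 0% = cells with DMSO and 100% = no-cell wells with DMSO; some compounds called inactive have numbers as strong as hits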
PfHsp90 yeast 2 – reduces growth (ATP signal) of yeast expressing P. falciparum Hsp90 | S. cerevisiae expressing PfHsp90, BacTiter-Glo ATP, 48 h; yeast lacking PDR1 and PDR3 efflux regulators | inhibition, % at 9.4 µM | hit rate 0.32% among 310,000 | AID 504621;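 active means every replicate shows inhibition above about 80%, whatever the replicate mean, limit read from the data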;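 further: 0% = DMSO neutral controls and 100% = 20 µM radicicol positive controls; yeast relying on Plasmodium falciparum Hsp90 in place of its own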
HTR5A ag – activates human HTR5A in OPRM1-OPRD1 agonist counter-screen; P47898; HTR5A agonist assay, luminescence, cell-based; activation, % at 9.3 µM; hit rate 0.61% among 340,000; in the data active means activation mostly above about 9.5%, no sharp cut-off; inactive means mostly below about 7.6%;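 further: 0% = cells with vehicle only and 100% = reference agonist; strong numbers were not always called active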
Mot1-301 SUMO – SUMOylation pathway inhibition by Mot1-301 growth rescue. hit rate 1% among 320,000. growth rescue, % at 18.8 µM. S. cerevisiae Mot1-301 growth rescue, ATP luminescence, 38.5C; percent above DMSO median, 100 means doubled;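 active means every valid replicate shows activation above 250% relative to neutral control wells; inactive means the rest, any valid replicate at or below 250%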;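 further: OY570 slx delta 5 strain wells were the positive control but not used for scaling; some compounds called inactive have numbers as strong as hits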
DSG3 Ab inh – blocks pemphigus antibody binding to human desmoglein-3. DSG3-coupled beads, scFv-anti-DSG3-GFP binding, flow cytometry; active compounds read low. binding (percent of control), % at 10 µM. P32926. hit rate 0.48% among 310,000. AID 588358;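 active means binding more than 3 SD below its plate's average and above zero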;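 further: hits lower antibody fragment binding to DSG3; some compounds called inactive have numbers as strong as hits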
OPRM1-OPRD1 inv – inverse agonist of human OPRM1-OPRD1 heterodimerization; hit rate 0.21% among 340,000; inhibition, % at 9.3 µM; P35372+P41143; AID 504357; cell-based MOR-DOR heterodimer luminescence, inverse agonism; in the data active means inhibition above about 22%, passing the limit was not always enough;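 further: 0% = cells with DMSO and 100% = wells without cells with DMSO; values of inactives mirror those of a sister screen read the other way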
Target sequence (P35372 whole entry, looked up): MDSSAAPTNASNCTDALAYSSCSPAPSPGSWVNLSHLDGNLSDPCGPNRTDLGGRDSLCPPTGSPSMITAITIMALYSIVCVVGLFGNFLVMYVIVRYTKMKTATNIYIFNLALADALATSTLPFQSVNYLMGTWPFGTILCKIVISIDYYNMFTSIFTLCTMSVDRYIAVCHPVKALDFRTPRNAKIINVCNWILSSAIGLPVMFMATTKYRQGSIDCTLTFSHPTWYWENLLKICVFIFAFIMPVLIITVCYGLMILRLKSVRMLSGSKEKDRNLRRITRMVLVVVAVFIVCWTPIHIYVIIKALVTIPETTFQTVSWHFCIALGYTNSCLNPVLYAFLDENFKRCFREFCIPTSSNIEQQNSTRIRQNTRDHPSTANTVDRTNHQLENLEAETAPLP
Target sequence (P41143 whole entry, looked up): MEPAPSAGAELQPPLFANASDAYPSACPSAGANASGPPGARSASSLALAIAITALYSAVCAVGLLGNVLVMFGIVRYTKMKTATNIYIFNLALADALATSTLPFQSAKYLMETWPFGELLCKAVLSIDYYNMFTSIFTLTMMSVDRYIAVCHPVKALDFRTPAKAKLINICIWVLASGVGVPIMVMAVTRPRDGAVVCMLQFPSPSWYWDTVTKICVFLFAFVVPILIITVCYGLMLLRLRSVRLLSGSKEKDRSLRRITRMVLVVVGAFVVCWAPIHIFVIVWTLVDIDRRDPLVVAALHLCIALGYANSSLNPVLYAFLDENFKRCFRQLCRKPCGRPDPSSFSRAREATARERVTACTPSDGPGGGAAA
phage Ecoli inh – E. coli growth loss with phage present; growth absorbance; inhibition, % at 11.9 µM; hit rate 0.26% among 360,000; in the data active means inhibition above about 11%
AddAB inh – less growth of phage-infected E. coli with AddAB; E. coli expressing H. pylori AddAB, absorbance growth; inhibition, % at 11.9 µM; hit rate 0.29% among 330,000; AID 435030; in the data active means inhibition above about 12%;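 further: 0% = vehicle wells of infected cells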
Ecoli viability – bacterial growth inhibition, counter-screen for AddAB inhibitors; E. coli V3065 growth, OD600 absorbance, 18 h; inhibition, % at 11.9 µM; hit rate 0.27% among 330,000;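 active means inhibition above the campaign's mean inhibition across all tested compounds plus 3 SD, cut at about 9.9% in these data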;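 further: uninfected addAB+ strain grown without phage in ampicillin broth; 0% = DMSO wells and 100% = ciprofloxacin 0.95 µg/ml wells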
OPRM1-OPRD1 ag – OPRM1-OPRD1 heterodimerization agonism. AID 504326. activation, % at 9.3 µM. cells, luminescence. P35372+P41143. hit rate 0.3% among 340,000; in the data active means activation above about 18%;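 further: 0% = vehicle-treated cells and 100% = reference agonist; values of inactives mirror those of a sister screen read the other way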
PKA-R1A act – activators of PKA-R1A complex; AID 504707; activation, % at 11.4 µM; P00514+P68181; PKA-R1A dissociation, Cy5-IP20 fluorescence polarization; scaled: DMSO 0%, 113 µM cGMP 100%; hit rate 0.083% among 340,000;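 active means percent activation above the mean of all tested compounds plus 3 SD, cut at about 19% in these data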;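 further: higher means more PKAc released from R1A so a rise in polarization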
* hit, by the source's call; i = inactive; · = no result given; + = active, no number; & = joins results of further samples.

#	mol	HTR5A inv ag	PfHsp90 yeast 2	HTR5A ag	Mot1-301 SUMO	DSG3 Ab inh	OPRM1-OPRD1 inv
1	COc1ccc(OC)c(C2C(C(=O)O)c3ccccc3C(=O)N2C)c1 (configuration not stated)	-1	13	0	33	105	2
2	COc1cccc(NC(=O)N2CCC(NC(=O)C3CCCCC3)CC2)c1	-10	14	4	-4	·	6
3	O=C(NCC1CCCO1)c1cc2n(n1)C(C(F)(F)F)CC(c1ccc(Br)cc1)N2 (configuration not stated)	1	·	-1	-22	94	-7
4	O=C(N/N=C/c1ccc([N+](=O)[O-])o1)C1CCCC1	-5	-7	5	-20	105	-23
5	O=C(CS(=O)CC(=O)N(c1ccccc1)C(C(=O)NC1CCCCC1)c1ccco1)Nc1ccc(F)cc1 (configuration not stated)	-1	-16	0	-11	103	5
6	Cc1cc2ncn(-c3ncnc4scc(-c5ccccc5)c34)c2cc1C	-8	-38	3	·	103	0
7	COc1cccc(NC(=O)C2CCN(S(=O)(=O)c3ccc4c(c3)NC(=O)CO4)CC2)c1	7	39	2	·	93	10
8	CC(C)c1ccc(C2C(C(=O)c3ccco3)=C(O)C(=O)N2CCN2CCOCC2)cc1 (configuration not stated)	-1	-3	0	+	96	11
9	C=CCn1c(-c2cccn(Cc3ccccc3)c2=O)n[nH]c1=S	10	·	-3	-23	103	8
10	O=C(O)/C=C/C(=O)c1c(-c2ccccc2)[nH]c2ccccc12	9	-14	-2	2	104	15

#	phage Ecoli inh	AddAB inh	Ecoli viability	OPRM1-OPRD1 ag	PKA-R1A act
1	1.1	2.1	-0.9	-0.4	4
2	1.8	2.0	3.4	-0.9	7
3	1.5	0.2	0.6	1.4	-5
4	8.3	12*	9.2	3.3	1
5	2.2	2.2	-0.9	-0.9	-7
6	0.5	0.8	-0.8	-0.1	-6
7	1.4	3.1	-2.2	-1.9	-2
8	3.7	2.4	-0.9	-1.9	-12
9	3.7	2.3	1.2	-1.9	-5
10	-0.9	-0.2	0.6	-3.3	0

Going on with the list.
#	mol	HTR5A inv ag	PfHsp90 yeast 2	HTR5A ag	Mot1-301 SUMO	DSG3 Ab inh	OPRM1-OPRD1 inv
11	COc1ccc(NC(=O)c2cccnc2N2CCOCC2)cc1	12	-33	-5	8	100	4
12	Cc1c(OCC(=O)NCCCn2ccnc2)ccc2c3c(c(=O)oc12)CCCC3	-3	8	1	27	102	18
13	CC(OC(=O)c1ccccc1C(=O)N(C)c1ccccc1)C(=O)Nc1ccccc1[N+](=O)[O-] (configuration not stated)	-26	·	0	0	103	5
14	COCc1c(Br)c(C)nc(OCC(=O)N/N=C/c2ccco2)c1C#N	8	10	-3	9	108	-20
15	COC(=O)c1ccc(C(=O)Nc2ccc3nc(-c4ccncc4)[nH]c3c2)cc1	14	-18	-4	90	95	1
16	COc1ccccc1NC(=O)COC(=O)c1cc2ccccc2cc1O	-15	·	10	17	99	-13
17	CCOc1ccccc1NC(=O)CN1CCN(Cc2ccccc2)CC1	-18	11	5	25	96	16
18	O=C(Nc1ccc(-c2cn3c(n2)SCC3)cc1)c1ccco1	-24	0	2	47	·	8
19	C=CCc1ccccc1OCC(O)CN1CCN(c2ccccc2OC)CC1 (configuration not stated)	-1	-2	3	379	99&103	-27
20	c1ccc(-n2nnnc2Sc2ncnc3sc4c(c23)CCCC4)cc1	18	-8	-2	18	84	5

#	phage Ecoli inh	AddAB inh	Ecoli viability	OPRM1-OPRD1 ag	PKA-R1A act
11	2.9	-1.4	-0.2	-0.7	2
12	2.3	2.4	-3.6	-3.5	-1
13	1.2	-2.6	-0.2	-0.7	-5
14	4.8	3.7	-0.3	2.8	-4
15	2.8	0.7	-2.2	-0.3	2
16	-2.8	-2.6	-1.8	3.2	-4
17	3.4	-1.4	1.6	-2.8	6
18	2.1	4.1	3.0	-1.6	1
19	0.6&0.1	-0.8	-0.2	4.8	-1&-1
20	0.7	2.7	0.7	-0.9	0

Remaining list, next part.
#	mol	HTR5A inv ag	PfHsp90 yeast 2	HTR5A ag	Mot1-301 SUMO	DSG3 Ab inh	OPRM1-OPRD1 inv
21	COCc1c(C(=O)N/N=C/c2ccncc2)nnn1-c1nonc1N	1	-15	0	-13	113	22
22	CC1(C)Cc2ccccc2-c2nnc(C(F)(F)F)n21	-5	-17	1	-10	98	-2
23	Cc1ccccc1NC(=S)N1CCN(c2ccccc2C)CC1	-35	-9	-1	23	112	-4
24	CC(C)CNC(=O)C(=O)Nc1cc2c3c(c1)C(C)C(=O)N3CCC2 (configuration not stated)	4	5	-1	7	·	13
25	CCOc1ccc(N(CC(=O)NCc2ccccc2)C(=O)CCC(=O)Nc2nccs2)cc1	13	-74	-3	-16	·	13
26	O=C(CCCn1c(=S)[nH]c2cc3c(cc2c1=O)OCO3)NCc1ccco1	-25	-11	3	·	·	-10
27	Cc1cccc(-c2nsc(SCC(=O)N3CCCC3)n2)c1	16	-13	7	·	·	-4
28	Cc1nn(C)cc1CNC(=O)C1CCC(=O)N(Cc2cccc(C(F)(F)F)c2)C1 (configuration not stated)	-18	5	7	375*	96	18
29	Cc1ccc(C)c(Cn2c(=O)n(CCC(=O)NCc3ccco3)c(=O)c3sccc32)c1	4	·	6	9	95	13
30	O=C(NNC(=S)NCc1ccco1)c1cccs1	3	-2	1	-4	103	7

#	phage Ecoli inh	AddAB inh	Ecoli viability	OPRM1-OPRD1 ag	PKA-R1A act
21	1.6	0.0	-0.1	-5.0	-5
22	3.8	1.3	1.3	0.4	-7
23	-0.2	4.3	2.6	0.8	-10
24	2.4	2.6	-0.8	-2.4	0
25	-2.8	-0.8	2.1	-2.1	11
26	0.5	0.8	-1.3	2.1	-3
27	1.6	4.3	3.2	0.6	5
28	-1.0	1.8	0.2	-3.6	-7
29	2.6	0.0	1.1	-2.5	-3
30	1.6	0.7	-0.2	-1.3	1

Among those listed so far, two have a COOH group:
#	mol	HTR5A inv ag	PfHsp90 yeast 2	HTR5A ag	Mot1-301 SUMO	DSG3 Ab inh	OPRM1-OPRD1 inv
1	COc1ccc(OC)c(C2C(C(=O)O)c3ccccc3C(=O)N2C)c1 (configuration not stated)	-1	13	0	33	105	2
10	O=C(O)/C=C/C(=O)c1c(-c2ccccc2)[nH]c2ccccc12	9	-14	-2	2	104	15

#	phage Ecoli inh	AddAB inh	Ecoli viability	OPRM1-OPRD1 ag	PKA-R1A act
1	1.1	2.1	-0.9	-0.4	4
10	-0.9	-0.2	0.6	-3.3	0

Next section
#	mol	HTR5A inv ag	PfHsp90 yeast 2	HTR5A ag	Mot1-301 SUMO	DSG3 Ab inh	OPRM1-OPRD1 inv
31	COc1ccc(Cn2c(=O)sc3ccccc32)cc1OC	-7	-26	3	-1	96	0
32	COc1ccc(CNCc2cn(-c3cccc(F)c3)nc2-c2ccc(C)o2)cc1	1	-4	0	-3	114	i
33	Cc1sc(NC(=O)CSc2nnc(C(C)C)n2C)c(C#N)c1C	27	-8	2	-1	102	13
34	CC1CCN(c2ccc(NC(=O)Cn3c(=O)oc4ccccc43)cc2)CC1	13	8	-6	1	99	-3
35	O=C(CN1c2ccccc2Sc2ccccc21)N/N=C/c1ccc(Cl)cc1Cl	-15	-3	4	453*	105	3
36	O=S(=O)(c1cccc2nsnc12)N1CCNCC1	15	3	-6	-11	·	11
37	Cc1noc(C)c1C(=O)Nc1c(F)cc(F)cc1Br	-6	3	4	-16	102	10
38	Cc1cc(CO)nn1-c1ccc([N+](=O)[O-])cc1	·	4	·	-14	94	·
39	CN(C(=S)NC(=O)c1ccccc1)c1c(N)n(Cc2ccccc2)c(=O)[nH]c1=O	-13	4	0	6	100	13
40	Cc1c(N2C(=O)CSC2=S)c(=O)n(-c2ccccc2)n1C	8	9	-2	72	103	8

#	phage Ecoli inh	AddAB inh	Ecoli viability	OPRM1-OPRD1 ag	PKA-R1A act
31	4.3	0.1	-0.7	0.0	-6
32	3.4	4.4	0.3	120*	-4
33	1.3	1.0	-0.8	-2.2	-8
34	-3.0	0.4	-1.9	0.5	4
35	-0.2	2.2	1.9	-0.5	-5
36	2.0	3.5	1.4	-1.5	1
37	4.2	2.7	0.8	-1.8	6
38	3.1	0.0	-1.8	·	·
39	2.6	1.4	1.3	-2.5	-7
40	3.0	3.4	0.5	-1.6	-2

Going on with the list:
#	mol	HTR5A inv ag	PfHsp90 yeast 2	HTR5A ag	Mot1-301 SUMO	DSG3 Ab inh	OPRM1-OPRD1 inv
41	CCS(=O)(=O)N1CCCC(C(=O)NC2CCC(C)CC2)C1 (configuration not stated)	-8	7	-1	18	105	9
42	CCOC(=O)Nc1ccc2c(c1)N(C(=O)CCN1CCN3CCCC3C1)c1ccccc1CC2 (configuration not stated)	-8	22	4	-22	98	-15
43	CC12CC(c3ccccc3O1)N(C(=O)c1ccc(Br)o1)C(=O)N2c1ccccc1 (configuration not stated)	-6	71	7	225	·	-17
44	O=C(Nc1ccccc1Cl)Oc1ccc(-c2ccccc2)cc1	-11	-1	3	10	117	10
45	NC(=O)c1cc(S(=O)(=O)NCc2ccccc2)cs1	18	-6	0	-13	97	3
46	COc1ccc(N2CCN(c3ncccn3)CC2)cc1	-17	-10	4	-3	105	3
47	O=Nc1c(O)[nH]c2ccc(Cl)cc12	0	10	0	-4	102	-12
48	CC(C)(C)OC(=O)N1CC(O)CC1C(=O)OCC(=O)c1ccc(-c2ccccc2)cc1 (configuration not stated)	-10	-3	8	200	101	8
49	O=C(Cc1cccs1)NC(c1ccccc1)c1ccccc1	0	14	0	-7	107	0
50	Cc1ccc(NC(=O)CN2CCCC2c2cccn2C)cc1C (configuration not stated)	-18	-5	5	1	136	6

#	phage Ecoli inh	AddAB inh	Ecoli viability	OPRM1-OPRD1 ag	PKA-R1A act
41	2.2	0.3	3.0	-1.5	-10
42	-0.8	-18	-3.5	2.6	5
43	2.6	-0.1	-1.6	2.7	13
44	-2.1	1.3	0.5	-2.3	-8
45	3.0	4.5	1.0	-0.6	-11
46	-0.1	3.1	-1.8	-0.5	-7
47	-1.2	0.7	-2.0	2.4	-2
48	2.3	-0.8	1.5	-1.6	-2
49	2.3	-0.5	0.1	0.0	-5
50	1.6	-0.1	-0.6	-1.3	-6

Later entries.
#	mol	HTR5A inv ag	PfHsp90 yeast 2	HTR5A ag	Mot1-301 SUMO	DSG3 Ab inh	OPRM1-OPRD1 inv
51	Cc1ccc(C)c(NC(=O)CSc2nnc(-c3ccccc3)n2N)c1	-10	30	1	5	108	5
52	Cc1ccc(F)c(CNC(=O)C2CCC(=O)N(Cc3ccccn3)C2)c1F (configuration not stated)	15	0	-3	-16	·	10
53	O=C(Nc1cc(Cl)cc(Cl)c1)Nc1cnccn1	-30	-3	4	-8	102	3
54	COc1cccc(Cn2c(-c3nonc3N)nc3ccccc32)c1	-11	-9	-4	23	117	-4
55	C1CCC2=NCCCN2CC1	-20	-71	6	-10	109	7
56	Cc1ccc2c(C)c(C)c(=O)n(C)c2c1	9	-31	-2	·	97	13

#	phage Ecoli inh	AddAB inh	Ecoli viability	OPRM1-OPRD1 ag	PKA-R1A act
51	-1.0	0.5	-2.5	-1.2	1
52	1.3	0.7	0.3	-1.9	-6
53	3.2	4.4	1.2	-0.4	-6
54	2.3	0.8	-2.3	1.0	-6
55	1.8	2.5	-0.7	-1.4	-3
56	2.7	·	·	-3.0	-7
